Avidin fluor – avidin bead compound fluorescence profile | Avidin beads, compound fluorescence 488/530 nm, flow cytometry; active compounds read high | fluorescence (KMESF) at 10 µM | actives 0.38% (n = 220,000) | AID 1775; in the data active = fluorescence above about 47; also: inactives centre near 10
Pf gametocyte – inhibitors of late stage P. falciparum gametocyte viability; P. falciparum stage V gametocytes, ATP luminescence, 24 h; inhibition, % at 10.9 µM; actives 0.065% (n = 150,000); AID 743093;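 active = inhibition above the mean plus 3 SD of compounds within the control limits, set per campaign, cut at about 38% in these data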;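 also: 0% = DMSO wells and 100% = medium only without gametocytes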
ABCG2 block – human ABCG2 inhibition, ABCB1 as counter-screen; IgMXP3 cells, JC-1 efflux, flow cytometry; inhibition, % at 6.6 µM; actives 0.1% (n = 190,000); AID 1325;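 active = inhibition above 80%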;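 also: 0% = DMSO and 100% = nicardipine control wells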
Target sequence (Q9UNQ0 whole entry, looked up): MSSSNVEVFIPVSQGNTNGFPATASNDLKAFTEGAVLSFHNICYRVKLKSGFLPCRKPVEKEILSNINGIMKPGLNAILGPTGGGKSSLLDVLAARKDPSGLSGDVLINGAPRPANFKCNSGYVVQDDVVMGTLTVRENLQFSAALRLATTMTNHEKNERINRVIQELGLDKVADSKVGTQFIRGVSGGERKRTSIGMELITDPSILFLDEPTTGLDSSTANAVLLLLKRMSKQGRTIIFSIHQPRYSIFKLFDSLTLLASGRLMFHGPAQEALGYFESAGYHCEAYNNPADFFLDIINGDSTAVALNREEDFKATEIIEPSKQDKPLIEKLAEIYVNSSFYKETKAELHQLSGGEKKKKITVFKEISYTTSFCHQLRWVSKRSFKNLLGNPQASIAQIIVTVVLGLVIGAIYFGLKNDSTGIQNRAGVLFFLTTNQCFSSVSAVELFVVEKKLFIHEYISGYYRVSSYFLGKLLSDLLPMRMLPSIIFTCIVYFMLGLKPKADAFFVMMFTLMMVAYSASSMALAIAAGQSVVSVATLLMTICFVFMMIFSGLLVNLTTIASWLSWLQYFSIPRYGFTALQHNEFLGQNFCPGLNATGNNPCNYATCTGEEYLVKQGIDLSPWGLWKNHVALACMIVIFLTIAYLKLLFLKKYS
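Test system: ABCG2 IgMXP3 and barcoded ABCB1 CCRF-Adr cell mix; Schedule: cells with compound and JC-1, 10 min at 25 °C, rotating, no wash; Technique: flow cytometry of retained JC-1 fluorescence; Measure: % inhibition of efflux relative to nicardipine and DMSO; Controls: nicardipine high and DMSO low controls.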
Rac1 mut GTP – human Rac1 activated mutant GTP binding change; P63000; GST-Rac1 activated beads, fluorescent GTP binding, flow cytometry; actives lie on both sides; 100% means binding = to untreated wells; percent activity (GTP binding), % at 10 µM; actives 0.11% (n = 190,000); AID 764;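 active = GTP binding at least 20 percentage points away from the 100% baseline, in either direction, so actives lie on both sides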
Rac1 wt modul – human Rac1 wildtype GTP binding, inhibitors and activators | GTP binding activity (% of control), % at 10 µM | P63000 | actives 0.27% (n = 190,000) | GST-Rac1 beads, fluorescent GTP binding, flow cytometry; actives lie on both sides; 0 = cold GTP competed, 100 = untreated;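 active = GTP binding activity at least 20 points away from the 100% control level, either lower or higher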
ABCB1 block – inhibitors of human ABCB1 transporter, ABCG2 counter-screen | AID 1326 | CCRF-Adr cells, JC-1 efflux, flow cytometry | P08183 | inhibition, % at 6.6 µM | actives 0.067% (n = 190,000); in the data active = inhibition above about 40%;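 also: 0% = vehicle and 100% = reference inhibitor; higher value means more JC-1 retained so stronger ABCB1 efflux block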
Rab7 wt GTP bind – alters GTP binding to wildtype dog Rab7; GST-Rab7 beads, fluorescent GTP binding, flow cytometry; actives lie on both sides; untreated = 100%, excess cold GTP = 0%; GTP binding activity (percent of control), % at 10 µM; actives 0.055% (n = 190,000); AID 758;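 active = fluorescent GTP binding to Rab7 beads changed by at least 20 points from the 100% baseline, either direction, mostly lower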;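 also: median green fluorescence of bound Bodipy-FL-GTP per Rab7 bead population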
Rab2 wt GTP – changes GTP binding to wildtype dog Rab2A, up or down. actives 0.19% (n = 190,000). GTP binding activity, % at 10 µM. P61105. GST-Rab2 wt beads, Bodipy-GTP binding, flow cytometry. AID 760;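 active = GTP binding activity at least 20 points away from 100%, either lowered or raised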;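 also: 0% = beads with excess unlabeled GTP and 100% = no-compound control corrected for plate trend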
HRas wt GTP bind – changes GTP binding to wildtype human HRas; actives 0.14% (n = 190,000); GST-Ras wt beads, Bodipy-FL-GTP binding, flow cytometry; actives lie on both sides; GTP binding activity, % at 10 µM;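 active = GTP binding activity at least 20% away from the 100% baseline, either lowered as inhibitor or raised as activator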;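 also: 0% = unlabeled GTP competition control and 100% = no-compound control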
Target sequence (P01112 whole entry, looked up): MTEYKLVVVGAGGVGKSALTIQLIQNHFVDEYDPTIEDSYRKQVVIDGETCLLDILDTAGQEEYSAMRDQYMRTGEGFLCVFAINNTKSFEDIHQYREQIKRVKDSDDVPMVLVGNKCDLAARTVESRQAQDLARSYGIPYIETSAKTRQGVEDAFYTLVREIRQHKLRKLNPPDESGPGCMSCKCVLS
GSH bead fluor – compound fluoresces at 488/530 nm on GSH beads | GSH beads flow cytometry, compound fluorescence 488/530 nm; active compounds read high | fluorescence (KMESF) at 10 µM | actives 0.25% (n = 190,000); in the data active = fluorescence above about 89;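 also: glutathione beads carrying GST-tagged Bcl family fusion proteins plus one bare bead set; values are compound well signal with DMSO vehicle wells as background; inactives centre near 16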
Cdc42 wt – changes GTP binding to wildtype human Cdc42 | P60953 | GST-Cdc42 beads, Bodipy-GTP binding, flow cytometry; actives lie on both sides | percent activity (GTP binding), % at 10 µM | actives 0.2% (n = 190,000);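 active = percent activity GTP binding at least 20 points away from the 100% baseline, either down as inhibitor or up as activator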;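 also: median bead fluorescence of bound Bodipy-FL-GTP at 100 nM; 0% = excess unlabeled GTP control and 100% = no compound control; below 100% means less GTP binding so inhibitor and above means activator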
Target sequence (P60953 whole entry, looked up): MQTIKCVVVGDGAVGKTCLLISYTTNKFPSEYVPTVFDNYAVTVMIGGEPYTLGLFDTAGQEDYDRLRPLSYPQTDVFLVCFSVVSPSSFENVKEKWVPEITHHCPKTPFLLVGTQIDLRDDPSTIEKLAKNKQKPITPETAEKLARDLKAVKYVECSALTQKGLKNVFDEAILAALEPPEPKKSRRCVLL
* marks the source's active call; other numbers are inactive results; nt = not tested or not shown.

SMILES	Avidin fluor	Pf gametocyte	ABCG2 block	Rac1 mut GTP	Rac1 wt modul	ABCB1 block	Rab7 wt GTP bind	Rab2 wt GTP	HRas wt GTP bind	GSH bead fluor	Cdc42 wt
Cc1ccc(NC(=O)C2CCCN2S(=O)(=O)c2cccc3cccnc23)cc1F (stereo not drawn)	6	nt	2	97	105	0.2	101	102	102	12	104
COc1ccc([N+](=O)[O-])cc1CSc1nnc(NC(C)=O)s1	9	-3	14	98	100	4.8	106	99	100	20	97
Cc1nnc(N(C)C(=O)c2cnccn2)s1	10	nt	2	97	97	0.8	101	96	95	10	94
CCNS(=O)(=O)c1ccc(NC(=O)Cc2ccc(F)cc2)cc1	12	3	3	101	103	0.4	100	100	102	28	105
CN(CC(=O)OCC(=O)NC(=O)c1cccn1C)S(=O)(=O)c1ccc(Cl)cc1	11	nt	4	99	98	1.0	92	95	97	73	98
COc1cc(C(=O)NCC(=O)OCC(=O)c2ccc[nH]2)cc(OC)c1OC	25	nt	20	98	105	-0.3	103	100	100	28	99
O=C(CSc1nnc(-c2cccs2)o1)OCc1ccccc1	19	-9	7	100	104	0.1	98	100	101	11	103
CCN(CC)S(=O)(=O)c1ccc(C(=O)NCc2ccc3c(c2)cc(C)n3C)cc1	5	nt	0	102	107	0.5	101	103	101	18	104
CCc1ccc(S(=O)(=O)NCCc2csc(-c3cccnc3)n2)s1	5	nt	0	103	105	0.3	99	99	100	18	105
CCOC(=O)c1sc2nc(N3CCOCC3)c3c(c2c1N)CCN(C)C3	8	nt	4	101	102	0.5	100	101	103	17	101
CC(=O)OCC(=O)[C@@]1(OC(C)=O)[C@@H](C)C[C@H]2[C@@H]3C[C@H](F)C4=CC(=O)C=C[C@]4(C)[C@@]3(F)[C@@H](O)C[C@@]21C	7	nt	3	97	101	1.3	96	98	98	21	94
Cc1occc1-c1n[nH]c(=S)n1C	16	7	3	95	100	0.9	104	101	99	13	96
O=S(=O)(Nc1ccc(Cl)cn1)c1ccccc1	8	-8	0	95	94	-0.2	89	93	92	49	89
COC(=O)c1ccccc1NC(=O)NCc1ccncc1	10	8	1	96	98	0.5	97	95	98	18	96
COc1ccc(OCCSc2nc(C)c(Cc3ccccc3)c(=O)[nH]2)cc1	10	nt	17	96	98	0.0	94	95	97	9	97
Cc1sc(NC(=O)CSc2nnc(C)c(=O)[nH]2)c(C#N)c1C	10	nt	5	93	95	0.4	100	101	100	9	96
CC(=O)Nc1ccc(C(=O)OCc2ccc(Br)cc2)cc1	15	23	9	102	102	0.5	96	100	101	13	100
CC(C)C(=O)Nc1nc2c(c(=O)[nH]1)CCCC2	29	-5	2	99	102	0.0	107	101	101	7	98
CC(=O)NC1=NN(C(C)=O)C(C)(CS(=O)(=O)c2ccc(C)c(C)c2)S1 (stereo not drawn)	7	0	nt	100	105	nt	101	100	103	17	104
Cc1nc2c(C(=O)N3CCN(c4ccccn4)CC3)cnn2c(C)c1Cc1cccc(Cl)c1	21	nt	1	90	93	0.8	91	94	97	11	93

Single records, as listed above. Order of screens: Avidin fluor	Pf gametocyte	ABCG2 block	Rac1 mut GTP	Rac1 wt modul	ABCB1 block	Rab7 wt GTP bind	Rab2 wt GTP	HRas wt GTP bind	GSH bead fluor	Cdc42 wt
`COc1cc(C(=O)NCC(=O)OCC(=O)c2ccc[nH]2)cc(OC)c1OC` as listed: 25	nt	20	98	105	-0.3	103	100	100	28	99
`COc1ccc([N+](=O)[O-])cc1CSc1nnc(NC(C)=O)s1` as listed: 9	-3	14	98	100	4.8	106	99	100	20	97
`CC(=O)OCC(=O)[C@@]1(OC(C)=O)[C@@H](C)C[C@H]2[C@@H]3C[C@H](F)C4=CC(=O)C=C[C@]4(C)[C@@]3(F)[C@@H](O)C[C@@]21C` as listed: 7	nt	3	97	101	1.3	96	98	98	21	94
`Cc1ccc(NC(=O)C2CCCN2S(=O)(=O)c2cccc3cccnc23)cc1F` (stereo not drawn) as listed: 6	nt	2	97	105	0.2	101	102	102	12	104

Single values from the results shown.
CCN(CC)S(=O)(=O)c1ccc(C(=O)NCc2ccc3c(c2)cc(C)n3C)cc1 in Rab2 wt GTP → 103
O=S(=O)(Nc1ccc(Cl)cn1)c1ccccc1 in Rac1 mut GTP → 95
CCc1ccc(S(=O)(=O)NCCc2csc(-c3cccnc3)n2)s1 in Avidin fluor → 5

Other structures
SMILES	Avidin fluor	Pf gametocyte	ABCG2 block	Rac1 mut GTP	Rac1 wt modul	ABCB1 block	Rab7 wt GTP bind	Rab2 wt GTP	HRas wt GTP bind	GSH bead fluor	Cdc42 wt
COCC(=O)N1CCCC(CNS(=O)(=O)c2ccc(OC)cc2)C1 (stereo not drawn)	17	14	2	98	100	0.2	99	98	99	18	97
CC(=O)c1cnc2c(-c3ccccc3)c(C(F)(F)F)nn2c1C	11	-4	3	93	100	0.2	92	98	97	13	95
COC(=O)[C@H](C)NC(=O)Nc1ccc(OC)c(OC)c1	7	nt	2	101	109	0.6	105	102	104	18	103
CCOC(=O)N1CCN(S(=O)(=O)c2ccc(C(=O)Nc3nc4ccccc4s3)cc2)CC1	15	-13	1	97	99	0.2	97	98	100	15	98
Fc1cccc(CN2CCCCCCC2)c1	6	-11	1	95	99	0.2	95	96	98	18	97
Cc1cccc(C)c1NC(=S)N(CCCN1CCOCC1)Cc1cccnc1	8	-3	2	95	99	0.4	98	98	100	20	101
CC(C)C(=O)Nc1ccc(NC(=O)c2ccc([N+](=O)[O-])cc2Cl)cc1	15	-2	11	105	104	0.7	98	103	103	12	107
COc1ccc(CCn2c(N)cc(=O)[nH]c2=S)cc1OC	13	-3	-1	99	110	-0.2	99	100	102	54	104
O=C(Cc1c(Cl)cccc1Cl)OCC(=O)N1CCc2ccccc2C1	15	5	5	101	107	1.4	102	100	101	19	101
CCC(=O)Nc1sc(C(=O)Nc2ccccc2OC)c(C)c1C(=O)OC	9	4	10	95	100	4.8	100	97	99	11	98
Cc1nnc(SCC(=O)N2CCCc3ccccc32)[nH]c1=O	nt	-1	0	99	104	0.0	97	99	101	14	104
N#Cc1ccc(CSc2nnc(-c3ccncc3)n2CCc2ccccc2)cc1	19	nt	13	96	97	2.1	96	97	97	14	98
CCN1C(=O)/C(=C\c2ccc3c(c2)OCO3)C(C(=O)OC)=C1C	18	4	1	98	98	-0.1	94	101	101	17	100
Cc1cc(NC(=O)NC(=O)c2cccc(OC(F)(F)C(F)F)c2)n[nH]1	10	nt	3	99	98	0.3	98	99	99	27	101
CC(=O)Nc1ccccc1C(=O)C(=O)NCCc1ccccc1	8	nt	4	91	92	0.7	102	95	95	13	92
CC(C)(C)NS(=O)(=O)c1ccc(NS(=O)(=O)Cc2ccccc2)cc1	7	nt	0	102	106	0.0	97	100	99	5	104
Cc1ccc(S(=O)(=O)N2CCN(C(=O)CN3CCN(C)CC3)C2)cc1	17	-2	-1	95	98	0.1	101	101	99	5	103
CC(C)(C)NC(=O)C(=O)NCCC1=CCCCC1	2	nt	2	101	102	0.1	105	100	103	6	101
Cc1cccc(NC(=O)CC2NCCNC2=O)c1 (stereo not drawn)	13	nt	5	106	117	1.0	101	101	105	15	111
CC(C)(C)NC(=O)C1CCN(c2ccc(S(=O)(=O)N3CCOCC3)cc2Cl)CC1	9	4	0	95	95	-0.4	94	93	93	10	94

5 of the entries above in order of the Avidin fluor value, highest first:
SMILES | Avidin fluor
CC(C)C(=O)Nc1ccc(NC(=O)c2ccc([N+](=O)[O-])cc2Cl)cc1 | 15
CN(CC(=O)OCC(=O)NC(=O)c1cccn1C)S(=O)(=O)c1ccc(Cl)cc1 | 11
Cc1sc(NC(=O)CSc2nnc(C)c(=O)[nH]2)c(C#N)c1C | 10
Fc1cccc(CN2CCCCCCC2)c1 | 6
CCc1ccc(S(=O)(=O)NCCc2csc(-c3cccnc3)n2)s1 | 5

Further entries follow:
SMILES	Avidin fluor	Pf gametocyte	ABCG2 block	Rac1 mut GTP	Rac1 wt modul	ABCB1 block	Rab7 wt GTP bind	Rab2 wt GTP	HRas wt GTP bind	GSH bead fluor	Cdc42 wt
CC(C)OC(=O)c1cn(-c2ccccc2)nc1-c1ccc2c(c1)OCCO2	14	-33	68	98	97	1.1	98	97	96	37	95
CCOC(=O)c1cccc(NC(=O)C2CCCO2)c1 (stereo not drawn)	13	-3	1	94	98	-0.1	99	99	101	38	100
COc1ccc(NS(=O)(=O)c2ccc(NC(=S)NC(=O)/C=C/c3ccccc3)cc2)nn1	6	nt	4	95	92	-0.5	99	94	94	18	95
COc1ccccc1N1C(=O)CC(Nc2ccc(N3CCOCC3)cc2)C1=O (stereo not drawn)	18	nt	13	101	109	0.6	98	103	101	28	106
CCn1c(COc2ccccc2C)nnc1SCC(=O)NC1CCCC1	15	nt	2	99	100	0.9	102	101	102	21	100
Fc1ccc(C(c2nnnn2CCc2ccccc2)N2CCCc3ccccc32)cc1 (stereo not drawn)	8	nt	2	97	100	0.5	104	99	101	10	100
Cc1ccc(-n2c(N)c(C(=O)N3CCOCC3)sc2=S)c(C)c1	11	nt	-1	101	102	0.0	102	103	103	18	104
O=C(c1cccc(F)c1)N1CCC(N2CCOCC2)CC1	7	-5	1	101	106	0.2	99	100	100	4	104
COc1ccc(C2N(S(=O)(=O)c3ccc(C)cc3)CCN2S(=O)(=O)c2ccc(C)cc2)cc1	12	-8	6	102	107	4.0	101	102	103	35	105
O=C(NN1CCOCC1)c1sc2cccc(F)c2c1Cl	11	nt	12	90	94	0.4	102	91	95	15	93
COc1ccc2c(-c3ccccc3)cc(SCC(=O)NC3CCS(=O)(=O)C3)nc2c1 (stereo not drawn)	5	nt	5	100	102	0.6	98	101	100	10	103
CCOC(=O)c1ccc(NC(=O)CSc2nnc(CNC(=O)c3c(F)cccc3Cl)o2)cc1	37	-14	4	101	103	0.8	101	101	101	12	103
COc1ccccc1N1CCN(S(=O)(=O)c2ccc(Br)s2)CC1	16	nt	1	98	100	0.4	99	98	103	35	98
O=C1CN(S(=O)(=O)c2ccccc2C(F)(F)F)CCN1	9	-9	1	96	99	0.3	102	98	99	10	96
COc1ccc(N)c2c1OCCC2=O	3	3	7	99	102	2.2	100	97	100	9	100
Cc1ccc(-n2cc3ccc([N+](=O)[O-])cc3n2)cc1	5	-18	4	98	103	0.1	98	99	99	104*	99
N#CCCn1c(SCC(=O)NCC2CCCO2)nc2ccccc21 (stereo not drawn)	14	nt	-1	96	93	-2.6	95	96	96	29	97
Cc1cc(C)c(C)c(/C=C(/C#N)C(N)=S)c1C	35	nt	2	99	100	0.1	104	102	103	14	102
